# Screening data deposited in PubChem BioAssay by several laboratories.
# SKN-1 block – blocks SKN-1 activity in C. elegans | C. elegans VP596 Pgst-4::GFP/RFP ratio, acrylamide-induced, 24 h | inhibition, % at 21.8 µM | 0.49% of 360,000 active | AID 624304;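 active = interference check ratio from 0.5 to 1.5 plus GFP to RFP signal ratio inhibition reaching or exceeding a fixed threshold, cut at about 30% in these data, passing the limit was not always enough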; note: some compounds called inactive have numbers as strong as hits
# NRP1-CendR mod – alters CendR peptide binding to human NRP-1 | inhibition, % at 25 µM | O14786 | FAM-RPARPAR peptide binding to NRP-1, fluorescence polarization | 0.85% of 360,000 active;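 active = inhibition or corrected inhibition above about 18%, plus a signal ratio from 0.5 to 1.5, limit read from the data, passing the limit was not always enough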; note: strong numbers were not always called active
# Scp1 inh – inhibitors of human Scp-1 phosphatase | AID 493091 | 0.88% of 340,000 active | Recombinant Scp1, phosphopeptide, malachite green phosphate absorbance | Q9GZU7 | inhibition, % at 20 µM;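 active = inhibition above about 50% at 20 µM, limit read from the data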;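 note: plate controls were DMSO wells with enzyme for no effect and wells lacking enzyme for full effect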
# Target sequence (Q9GZU7 76-261 limits assumed): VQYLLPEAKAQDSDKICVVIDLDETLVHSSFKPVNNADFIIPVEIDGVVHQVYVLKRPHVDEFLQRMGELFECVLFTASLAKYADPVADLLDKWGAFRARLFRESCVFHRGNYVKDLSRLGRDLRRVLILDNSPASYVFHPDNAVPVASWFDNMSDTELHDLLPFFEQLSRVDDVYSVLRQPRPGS
#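 Material – SCP-1 phosphatase catalytic domain, residues 76-261 · Buffer or medium – Acidic Tris acetate buffer with magnesium and detergent · Also added – Phospho 17-mer peptide substrate · Compound – single 20 µM dose, 1% DMSO · Times – 45 min room-temperature reaction, 5 min colour, 30 min stabiliser · Technique – Phosphate-binding colour reagent, absorbance read at 630 nm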
# NadD block – inhibitors of Staphylococcus aureus NadD | purified NadD enzyme, colorimetric absorbance read-out | inhibition, % at 20 µM | 0.78% of 360,000 active; in the data active = inhibition above about 26%; note: some compounds past the cut are filed as inactive
# Tb MetRS inh – Trypanosoma brucei MetRS inhibition; purified T. brucei MetRS, ATP depletion, Kinase-Glo luminescence; inhibition, % at 11.9 µM; 0.4% of 360,000 active;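 active = inhibition above a per-plate cutoff of the control wells' mean inhibition plus 3 SD, cut at about 5.5% in these data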;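 note: 0% = DMSO wells median and 100% = median of wells with control inhibitor compound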
#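 Dosing: 11.9 µM single point; system: parasite MetRS enzyme; technique: luminescence of leftover ATP; times: 15 min enzyme-compound preincubation, 2 h reaction, 10 min detection, 25 °C; replicates: each compound tested once; read-out basis: percent inhibition relative to median high and low control wells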
# LMPTP block – blocks human LMPTP phosphatase; P24666; recombinant LMPTP-A, OMFP fluorogenic substrate, fluorescence intensity; inhibition, % at 20 µM; 0.22% of 360,000 active;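 active = compounds that cut the enzyme signal by at least half of the control window in the single-dose screen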;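 note: plate controls were DMSO wells with enzyme plus substrate for no effect and substrate without enzyme for full effect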
#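 Assay system: LMPTP-A, protein tyrosine phosphatase of low molecular weight / Medium: pH 6.0 Bis-Tris buffer with DTT and Triton X-100 / Schedule: 50 min enzyme reaction at room temperature, protected from light / Measured by: endpoint fluorescence intensity from OMFP dephosphorylation / Read-out basis: % inhibition relative to no-enzyme and uninhibited control wells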
# STEP inh – blocks human striatal-enriched tyrosine phosphatase; inhibition, % at 20 µM; recombinant STEP, OMFP fluorogenic substrate, fluorescence; 0.25% of 360,000 active; AID 588621;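 active = inhibition at 20 µM, scaled per plate between control wells, above about 37%, limit read from the data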;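 note: 0% = DMSO with enzyme and substrate and 100% = substrate only without enzyme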
# Target sequence (P54829 whole entry, looked up): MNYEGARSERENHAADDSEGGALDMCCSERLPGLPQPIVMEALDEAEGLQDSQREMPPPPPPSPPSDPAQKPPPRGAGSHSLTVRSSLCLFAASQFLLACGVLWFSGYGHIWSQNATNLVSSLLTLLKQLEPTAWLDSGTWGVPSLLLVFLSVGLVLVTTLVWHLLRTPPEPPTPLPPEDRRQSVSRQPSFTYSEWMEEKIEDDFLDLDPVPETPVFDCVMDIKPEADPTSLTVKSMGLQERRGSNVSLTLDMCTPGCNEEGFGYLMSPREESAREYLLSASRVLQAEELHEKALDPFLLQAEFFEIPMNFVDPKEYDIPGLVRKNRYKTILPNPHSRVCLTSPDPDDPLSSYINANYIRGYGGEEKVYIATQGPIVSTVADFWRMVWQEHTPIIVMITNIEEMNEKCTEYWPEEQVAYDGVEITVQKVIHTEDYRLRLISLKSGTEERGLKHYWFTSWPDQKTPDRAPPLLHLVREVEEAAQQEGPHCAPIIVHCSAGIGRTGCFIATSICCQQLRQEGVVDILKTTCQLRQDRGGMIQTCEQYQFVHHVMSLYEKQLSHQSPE
#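 Assay system: isolated STEP enzyme. Buffer or medium: pH 6.0 Bis-Tris with DTT and Tween 20. Also added: fluorogenic phosphatase substrate OMFP at 25 µM final. Dosing: 20 µM, 1% DMSO. Timing: 20 min reaction, room temperature, in the dark. Measured by: fluorescence intensity, excitation 480 nm, emission 540 nm. Evaluation: normalized % inhibition.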
# SUMO1-SIM PPI – SUMO1-SIM interaction modulation | P63165 | SUMO1 binding to a labelled peptide, TR-FRET, 1 h | inhibition, % at 20 µM | 0.33% of 360,000 active | AID 602429; in the data active = inhibition above about 37%
# Target sequence (P63165 whole entry, looked up): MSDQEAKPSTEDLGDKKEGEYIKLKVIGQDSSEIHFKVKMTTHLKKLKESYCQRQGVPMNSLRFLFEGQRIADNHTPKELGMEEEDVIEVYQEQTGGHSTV
# DNMT1 block – DNMT1 (human) enzyme inhibition | P26358 | DNMT1 molecular beacon, Hinp1I cleavage, fluorescence | inhibition (reported as % activation of signal), % at 10 µM | 0.83% of 360,000 active | AID 588458; in the data active = inhibition above about 50%
# Neddyl block – cullin neddylation inhibition; P61081+Q13564; TR-FRET cullin neddylation, biochemical; calls only at 25 µM; 0.58% of 360,000 active; AID 651699; in the data active = inhibition above about 36%
# * hit, by the source's call; i = inactive; / = no result given; + = active, no number. Random draw from the library; any-hit rate near 4.6%.
# Sample of the layout:
SMILES,SKN-1 block,NRP1-CendR mod,Scp1 inh,NadD block,Tb MetRS inh,LMPTP block,STEP inh,SUMO1-SIM PPI,DNMT1 block,Neddyl block
COCCOC(=O)C1=C(C)OC(N)=C(C#N)C1c1ccco1 (centres undefined),-2,8,0,1,-0.1,3.2,-3,-3,2,i
CCNC(=S)N(Cc1ccc(OC)cc1)C1CC(=O)N(c2ccc(OCC)cc2)C1=O (centres undefined),-2,-12,-10,-13,-0.4,2.0,0,-6,-4,i
Fc1ccc(Oc2cc(N3CCOCC3)nc(-c3ccccc3)n2)c(F)c1,-22,7,-17,-4,-1.4,1.5,0,-2,0,i
O=Cc1ccccc1OCc1nnsc1Cl,-13,5,-4,3,-0.5,0.7,-4,4,3,i
Cc1cc(C)cc(OCC(=O)Nc2nc(-c3ccccn3)cs2)c1,-11,-9,-3,-1,0.1,-0.7,4,0,2,i
CCCCOC(=O)Nc1ccc(C(C)C)cc1,33*,-4,-10,-7,-0.6,2.4,-1,3,0,i
CC(NC(=O)c1cc2c(=O)n(C)c3ccccc3c2n1C)c1ccc2c(c1)OCCO2 (centres undefined),10,-7,3,-4,0.6,2.8,2,-19,-1,i
O=C(NCCc1ccccc1)c1coc(=O)c(Br)c1,4,-1,-7,-2,-1.8,0.7,-1,-20,2,i
CCCn1nnc(NC(=O)c2ccc3ccccc3c2)n1,5,0,-3,-7,0.2,0.3,-4,-12,-5,i
COc1ccc(CNC(=O)COC(=O)C2(C)CC2(Cl)Cl)cc1 (centres undefined),-3,9,5,-5,0.0,-0.2,-1,4,6,i
CCOC(=O)c1cnc2c(N=Nc3ccccc3)c(N)nn2c1N,-22,0,3,-1,-0.3,4.5,0,9,35,i
Cc1cccc(NC(=O)CCN2CCC(C)CC2)c1,7,-3,-14,-4,-0.4,1.3,0,-5,-1,i
O=C1NC(c2ccccc2)=C(c2ccc3ccccc3n2)C(c2ccccc2)N1 (centres undefined),1,10,59*,2,-0.2,1.2,-2,-4,3,+
Cc1cc(C)n(C(=O)CSc2ccc(Cl)cc2)n1,11,4,-2,2,0.2,-0.5,-1,5,-2,i
CCCCNC(=O)c1cc2cccc([N+](=O)[O-])c2[nH]1,7,-23,-17,-3,-0.4,-2.0,1,-24,-6,i
COc1cc(/C=C/C(=O)Nc2ccncc2)cc(OC)c1OC,-6,-11,-2,0,0.4,1.1,1,-9,2,/
Cc1cccc(Nc2nc(N)nc(CN3CCN(Cc4ccc5c(c4)OCO5)CC3)n2)c1,-35,9,-9,-4,-0.6,-1.1,-3,0,-6,i

# All compounds of this part, repeating the preview:
SMILES,SKN-1 block,NRP1-CendR mod,Scp1 inh,NadD block,Tb MetRS inh,LMPTP block,STEP inh,SUMO1-SIM PPI,DNMT1 block,Neddyl block
COCCOC(=O)C1=C(C)OC(N)=C(C#N)C1c1ccco1 (centres undefined),-2,8,0,1,-0.1,3.2,-3,-3,2,i
CCNC(=S)N(Cc1ccc(OC)cc1)C1CC(=O)N(c2ccc(OCC)cc2)C1=O (centres undefined),-2,-12,-10,-13,-0.4,2.0,0,-6,-4,i
Fc1ccc(Oc2cc(N3CCOCC3)nc(-c3ccccc3)n2)c(F)c1,-22,7,-17,-4,-1.4,1.5,0,-2,0,i
O=Cc1ccccc1OCc1nnsc1Cl,-13,5,-4,3,-0.5,0.7,-4,4,3,i
Cc1cc(C)cc(OCC(=O)Nc2nc(-c3ccccn3)cs2)c1,-11,-9,-3,-1,0.1,-0.7,4,0,2,i
CCCCOC(=O)Nc1ccc(C(C)C)cc1,33*,-4,-10,-7,-0.6,2.4,-1,3,0,i
CC(NC(=O)c1cc2c(=O)n(C)c3ccccc3c2n1C)c1ccc2c(c1)OCCO2 (centres undefined),10,-7,3,-4,0.6,2.8,2,-19,-1,i
O=C(NCCc1ccccc1)c1coc(=O)c(Br)c1,4,-1,-7,-2,-1.8,0.7,-1,-20,2,i
CCCn1nnc(NC(=O)c2ccc3ccccc3c2)n1,5,0,-3,-7,0.2,0.3,-4,-12,-5,i
COc1ccc(CNC(=O)COC(=O)C2(C)CC2(Cl)Cl)cc1 (centres undefined),-3,9,5,-5,0.0,-0.2,-1,4,6,i
CCOC(=O)c1cnc2c(N=Nc3ccccc3)c(N)nn2c1N,-22,0,3,-1,-0.3,4.5,0,9,35,i
Cc1cccc(NC(=O)CCN2CCC(C)CC2)c1,7,-3,-14,-4,-0.4,1.3,0,-5,-1,i
O=C1NC(c2ccccc2)=C(c2ccc3ccccc3n2)C(c2ccccc2)N1 (centres undefined),1,10,59*,2,-0.2,1.2,-2,-4,3,+
Cc1cc(C)n(C(=O)CSc2ccc(Cl)cc2)n1,11,4,-2,2,0.2,-0.5,-1,5,-2,i
CCCCNC(=O)c1cc2cccc([N+](=O)[O-])c2[nH]1,7,-23,-17,-3,-0.4,-2.0,1,-24,-6,i
COc1cc(/C=C/C(=O)Nc2ccncc2)cc(OC)c1OC,-6,-11,-2,0,0.4,1.1,1,-9,2,/
Cc1cccc(Nc2nc(N)nc(CN3CCN(Cc4ccc5c(c4)OCO5)CC3)n2)c1,-35,9,-9,-4,-0.6,-1.1,-3,0,-6,i
Cc1ccc(CNC(=O)C2CCC(=O)N2CCc2ccccc2)cc1 (centres undefined),-2,0,2,-1,0.8,-1.9,2,1,0,i
O=C(Oc1nsnc1N1CCCCC1)N1CCOCC1,1,15,1,-6,0.2,-0.5,0,0,3,i
Cc1noc(C)c1CSc1nc2ccccc2n1C,-7,15,1,-4,-1.4,-0.5,4,1,8,i
CCCc1[nH]nc2c1C(CCc1ccccc1)C(C#N)=C(N)O2 (centres undefined),-16,6,-4,1,-0.8,0.2,2,3,-21,i
CN1CCN(c2ccccc2NC(=O)Cn2ncc3c([nH]c4ccccc43)c2=O)CC1,-20,14,-5,-9,-0.5,2.3,-3,1,4,i
Cn1cc(Cl)c(/C=C(\C#N)S(=O)(=O)c2ccccc2)n1,2,4,-11,-3,-0.6,-0.3,-2,-5,2,i
COc1ccc(/C(O)=C2/C(=O)C(=O)N(CCCC(=O)O)C2c2ccc(OC)c(OC)c2)cc1 (centres undefined),-9,-6,-8,-15,0.0,-3.5,5,5,2,i
Cc1cc(OCC(=O)NCCCN2CCOCC2)c2c(C)cc(=O)oc2c1,-13,8,-5,-2,-0.3,-0.2,1,4,0,/
SMILES,SKN-1 block,NRP1-CendR mod,Scp1 inh,NadD block,Tb MetRS inh,LMPTP block,STEP inh,SUMO1-SIM PPI,DNMT1 block,Neddyl block
Cc1nn(C2CCS(=O)(=O)C2)c(C)c1CN(C)C(=O)c1ccc(F)cc1 (centres undefined),6,-30,/,1,-0.1,2.2,-3,-2,1,i
CC(C(=O)Nc1ccccc1Sc1ccccc1)N(c1ccccc1)S(C)(=O)=O (centres undefined),3,8,-7,-10,-1.2,0.2,-9,-1,-2,i
COc1ccc(C2CC(=O)Oc3c(C(CCN4CCCC(C)C4)c4ccc(N(C)C)cc4)c(OC)cc(OC)c32)cc1 (centres undefined),3,8,0,2,1.0,1.6,-2,3,-3,i
C#CCN(C)CCCOc1ccc(Cl)cc1Cl,-11,-17,-9,-10,7.3*,-2.0,1,-3,-1,i
Cc1ccc(C(=O)Nc2ccccc2N2CCN(C(=O)C(C)C)CC2)cc1C,-18,-2,3,4,-0.8,0.3,0,1,-1,i
CCCOC(=O)/C=C/c1c(C)[nH]c(=O)[nH]c1=O,-2,-11,-3,-3,-0.6,-1.1,1,-3,5,i
CCN(C(=O)CSc1nccn1C)c1cccc2ccccc12,14,-10,-10,3,0.2,-2.2,0,-2,-1,i
Cc1[nH]c2ccccc2c1/C=N/NC(=O)CNC(=O)c1ccco1,15,10,-7,3,-0.3,0.5,0,-2,1,i
Cc1ccc(-c2cnc(NC(=O)CCC(=O)N3CCCCC3)n2C)cc1,8,-10,-6,-3,-0.7,-0.3,4,1,5,i
C[C@]12c3[nH]c4ccc(Cl)cc4c3CCN1C(=O)[C@@H](CC(=O)NCc1cccc(C(F)(F)F)c1)C[C@@H]2C(=O)N1CCOCC1,5,9,-4,-5,-0.4,1.2,1,2,-12,i
Cc1nn(CC(=O)N2CCN(c3cccc(C(F)(F)F)c3)CC2)c(=O)c2cccn12,10,10,-6,-2,-0.4,-0.1,1,-3,3,i
Cc1c(NC(=O)c2n[nH]c(=O)c3ccccc23)c(=O)n(-c2ccccc2)n1C,13,-12,-7,-6,-0.1,-2.8,2,1,5,i
O=C(CO)N/N=C/c1ccccc1F,-1,9,-6,-1,-0.5,-2.5,0,-3,6,i
CC(NC(=O)c1cc(F)c(F)cc1Cl)C1CC2CCC1C2 (centres undefined),24,14,1,4,0.1,0.6,-2,5,1,i
CN(C(=O)COC(=O)c1cc(S(=O)(=O)N(C)C)ccc1Cl)C1CCS(=O)(=O)C1 (centres undefined),5,0,-2,2,-0.1,-0.6,0,0,2,i

# Structures listed above shown as hits in SKN-1 block:
canonical_smiles | SKN-1 block | NRP1-CendR mod | Scp1 inh | NadD block | Tb MetRS inh | LMPTP block | SUMO1-SIM PPI | DNMT1 block | Neddyl block
CCCCOC(=O)Nc1ccc(C(C)C)cc1 | 33* | -4 | -10 | -7 | -0.6 | 2.4 | 3 | 0 | i
